Screens: PubChem BioAssay, National Center for Advancing Translational Sciences (NCATS)
LMNA splice mod: modulators of lamin A splicing. hit rate 0.01% among 200,000. Potency, µM (highest dose often 46.1 µM), for inactives: at the highest dose ratio change, negative = inhibition, hits mostly inhibitors. HeLa LMNA splicing GFP/RFP minigene ratio, 48 h; active = well fitted inhibition curve with a large enough effect in the signal ratio, with a control signal flat, not every such curve was filed as active; inconclusive = small, poorly fitted or top-dose-only effect, or effect the other way, or a change in a side signal; the % refers to the signal ratio; also: potency is read from the fitted curve at half-maximal effect; % is scaled to controls: 0 for no effect and ±100 for the full control effect
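S3 HeLa cells stably expressing lamin A-EGFP splicing minigene plus DsRed2, 600 cells/well, 48 h compound exposure at 37C. Laser-scanning cytometry; analysed as GFP (500-530 nm)/RFP (575-640 nm) total intensity ratio; 0.5% DMSO vehicle.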
HttQ103 aggreg: reduces HttQ103-GFP aggregates in PC12 cells; PC12 HttQ103-GFP aggregates, Acumen cytometry, 40 h; Potency, µM (doses to about 46.1 µM), inactives show top-dose activity change, negative = inhibition, usual class: inhibitors; hit rate 1.1% among 220,000; AID 1688; also: potency is read from the fitted curve at half-maximal effect; % is scaled to controls: 0 for no effect and ±100 for the full control effect; nearly all actives have a fitted effect of over 60% in size
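Using laser scanning cytometry, GFP-positive aggregates were counted after lysis of PC12 cells induced with 100 nM tebufenozide to express HTT exon 1 Q103–GFP. Compounds were tested in titration.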
GAA inh: inhibitors of human lysosomal alpha-glucosidase; hit rate 0.005% among 200,000; Potency, µM (top dose mostly 76.9 µM), for inactives: at the top dose activity change, negative = inhibition, actives largely listed as inhibitors; AID 1466; purified human GAA, 4-MU-alpha-glucoside fluorescence; P10253;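 also: potency is read from the fitted curve at half-maximal effect; plate controls were uninhibited enzyme wells for no effect and no-enzyme background for full effect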
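AC50 values come from Hill fits of compound titrations (up to 77 uM) against 4 nM human enzyme. Substrate 4-methylumbelliferyl-alpha-D-pyranoside at 400 uM, pH 5.0 citrate buffer, 20 min room temperature; fluorescence Ex 365/Em 440 after alkaline stop.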
HTT ATP protect: cytoprotection in Huntington HTT-Q103 PC12 cell model; PC12 HTT-Q103 induced, cytoprotection, ATP luminescence, 40 h; Potency, µM (highest dose often 56.4 µM), without a hit: cytoprotection (ATP increase), most hits filed as activators; hit rate 0.14% among 230,000; AID 1471;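 also: potency is read from the fitted curve at half-maximal effect; % of control where 0% means no effect; nearly all actives have a fitted effect of over 45% in size; toxic huntingtin expression switched on by the ecdysone agonist tebufenozide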
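Huntington model: PC12 line, ecdysone-inducible HTTQ103 exon1–GFP, tebufenozide 100 nM. Test articles in a dose series. Endpoint luminescence from cellular ATP.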
CBFb-RUNX1 inh: inhibitors of human CBF-beta and RUNX1 interaction; AlphaScreen CBFb-His/RUNX1-biotin binding, biochemical; Q01196+Q13951; AID 1477; 230,000 tested, under 10 active; Potency, µM (titrated, usually from 59.8 µM), for inactives: at the highest dose activity, negative = inhibition, actives largely listed as inhibitors; also: % of control where 0% means no effect
Target sequence (Q01196 whole entry, looked up): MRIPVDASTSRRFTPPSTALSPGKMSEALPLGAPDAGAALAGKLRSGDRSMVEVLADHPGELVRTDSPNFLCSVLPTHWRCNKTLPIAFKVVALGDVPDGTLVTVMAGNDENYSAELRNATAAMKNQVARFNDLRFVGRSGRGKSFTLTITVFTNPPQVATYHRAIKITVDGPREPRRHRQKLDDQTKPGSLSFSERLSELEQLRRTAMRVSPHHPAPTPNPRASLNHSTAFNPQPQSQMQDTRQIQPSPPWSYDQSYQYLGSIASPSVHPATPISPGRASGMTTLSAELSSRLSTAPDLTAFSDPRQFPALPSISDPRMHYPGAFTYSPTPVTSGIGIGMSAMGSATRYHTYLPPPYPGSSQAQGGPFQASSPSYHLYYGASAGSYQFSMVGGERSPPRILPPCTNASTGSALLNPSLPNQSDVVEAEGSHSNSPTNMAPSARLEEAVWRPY
Target sequence (Q13951 whole entry, looked up): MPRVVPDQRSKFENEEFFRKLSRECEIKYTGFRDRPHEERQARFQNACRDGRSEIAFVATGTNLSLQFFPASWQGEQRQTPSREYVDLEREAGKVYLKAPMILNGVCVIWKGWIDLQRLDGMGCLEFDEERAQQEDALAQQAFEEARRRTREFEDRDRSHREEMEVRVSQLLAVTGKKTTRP
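Bead-based AlphaScreen assay; binding partners His-tagged CBF-beta and biotinylated RUNX1 at 30 nM each. Compound exposure 15 min after a 20-min protein preincubation; bead step 90 min; all steps at room temperature.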
GAA glycogen: GAA glycogen-cleavage inhibition or activation; P10253; recombinant GAA, glycogen substrate, Amplex Red glucose oxidase fluorescence; Potency, µM (top dose mostly 76.4 µM), for the others: at the top dose activity change, negative = inhibition, usual class: inhibitors; hit rate 0.38% among 300,000; AID 2100;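 also: potency is read from the fitted curve at half-maximal effect; 0% = full enzyme reaction and -100% = no-enzyme basal signal; the screen sought inhibitors and activators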
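qHTS, 1536-well; enzyme 4 nM final; cpd up to 77 uM; substrate bovine liver glycogen 30 ug; 50 mM citrate/phosphate pH 5.0, 0.01% Tween-20; 37 C, 40 min; Amplex Red detection 45 min RT; Hill fit → AC50.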
GAA spleen mod: lysosomal alpha-glucosidase (human) modulation; hit rate 0.006% among 240,000; human spleen homogenate, 4-MU-alpha-glucoside fluorescence; AID 2112; P10253; Potency, µM (top dose mostly 79.9 µM), for inactives: at the top dose activity change, negative = inhibition, actives largely listed as inhibitors;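 also: potency is read from the fitted curve at half-maximal effect; 0% = enzyme with vehicle and -100% = no enzyme basal signal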
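Human spleen homogenate (1 ug) with 4-methylumbelliferyl-alpha-D-glucopyranoside (1 mM final) in 50 mM citrate/phosphate pH 5.0, 0.01% Tween-20; 40 min at 37 C. Stopped at pH 10; 4-MU fluorescence Ex 365/Em 440 nm; AC50 by Hill fit.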
* marks the source's active call; other numbers are inactive results; ? = inconclusive; . = no result given; [ ] = dose if it differs, or a comment. Unless noted, calls follow the shape of the dose curve; as a rule, active = well fitted curve in the direction sought with a large enough effect; inconclusive = small, poorly fitted or top-dose-only effect, or another doubt; inactive = no such curve, though single readings can be large; an effect the other way counts as inactive or inconclusive.

Order of results: CBFb-RUNX1 inh | GAA glycogen | LMNA splice mod | HTT ATP protect | GAA spleen mod | GAA inh | HttQ103 aggreg
- CCC(=O)NNC(=O)CCC(=O)Nc1cccc(Cl)c1C
→ 6% | 2% | ? | 21% | -5% | 5% | 27%
- CCc1ccc(-n2c(Cn3nc(C(F)(F)F)cc3C)n[nH]c2=S)cc1
→ -3% | -6% | 10% | 4% | 7% | ? | -11%
- CCOC(=O)C1(CC)NC(c2ccc(N(C)C)cc2)C2C(=O)N(C)C(=O)C21 (stereo not drawn)
→ -3% | ? | -6% | -9%[10 µM] | -13% | 6% | -12%
- O=C(CN1CCN(C/C=C/c2ccccc2)CC1)Nc1ccccc1C(=O)NC1CC1
→ 13% | 5% | 11%[46 µM] | 8%[10 µM] | 0% | -10% | 10%[9.22 µM]
- C/C(=N\N=C(N)N)c1ccc(C)c(C)c1
→ 6% | -4% | -7%[46 µM] | 7%[10 µM] | 10% | 0% | 10%[9.22 µM]
- CC1(C)Cc2c(sc3[nH]c(=S)n(Cc4ccco4)c(=O)c23)CO1
→ ? | -7% | ? | -35% | -11% | -9% | ?
- CCOc1ccccc1NC(=O)COC(=O)CC(NC(N)=O)c1ccc(Cl)cc1 (stereo not drawn)
→ 4% | 9% | 4%[46 µM] | 4%[10 µM] | -5% | ? | 0%
- CC(=O)N1CCN(C(=O)COc2ccccc2C(=O)Nc2ccccc2)CC1
→ 3% | 4% | 9%[46 µM] | -9%[10 µM] | 5% | -3% | 29%
- C/C(=N\NC(=O)C1CCCN(S(=O)(=O)c2ccccc2)C1)c1cccnc1 (stereo not drawn)
→ 5% | 1% | -14% | 13%[10 µM] | 3% | 1% | -9%
- Cc1cc(C(F)(F)F)nn1CC(=O)N1CCCC1
→ 1% | 2% | -3% | -9% | 0% | -4% | 14%
- O=C(N/N=C1/C(=O)c2cccc3cccc1c23)c1ccc(Cl)cc1
→ -9% | 9% | -16% | -51%[inhibitor] | -3% | -5% | ?
- CC(C)c1csc(CN2CCC(CO)(Cc3ccccc3)CC2)n1
→ -1% | 4% | . | -47%[inhibitor][10 µM] | 0% | 0% | -21%[9.22 µM]
- Cc1ccc2nc(Nc3nc(CSc4nnnn4-c4ccccc4)cc(=O)[nH]3)nc(C)c2c1
→ 0% | 7% | 14% | -11% | -2% | -3% | 19%
- COc1ccc(CCNC(=O)c2nc3ncccn3n2)cc1OC
→ 13% | 3% | 3% | -5%[0.074 µM] | -4% | ? | -8%
- O/N=C1\CCCc2nnc3c(c21)CCCC3
→ 2% | -9% | 2% | 4% | 1% | -8% | -4%
- CC(=O)c1c(C)nc2ccc(C)cc2c1-c1ccccc1
→ 4% | 0% | 12%[46 µM] | 20%[10 µM] | -5% | 8% | 5%[9.22 µM]
- CC1CC(=S)Nc2ccccc2N1Cc1ccccc1 (stereo not drawn)
→ -21% | -4% | ? | . | 2% | 8% | -1%
- CC(=O)N(CC(O)CN(C(C)=O)c1c(I)c(C(=O)NC[C@@H](O)CO)c(I)c(C(=O)NC[C@@H](O)CO)c1I)c1c(I)c(C(=O)NC[C@@H](O)CO)c(I)c(C(=O)NC[C@@H](O)CO)c1I
→ -7%[21.7 µM] | . | ? | 3%[40.3 µM] | 7%[29.1 µM] | . | -9%[20.6 µM]
- Cc1cccc(N2CCN(Cc3nc(-c4ccccc4Cl)oc3C)CC2)n1
→ -3% | -5% | . | -17%[10 µM] | -3% | . | -3%[9.22 µM]
- COC(=O)CN1C(=O)COc2ccc(Cl)cc21
→ -3%[2.36 µM] | 5% | -8% | -8% | -4% | -2% | -4%

Further records.
Order of results: CBFb-RUNX1 inh | GAA glycogen | LMNA splice mod | HTT ATP protect | GAA spleen mod | GAA inh | HttQ103 aggreg
- O=C(N/N=C/c1cc([N+](=O)[O-])ccc1O)/C(=C\c1cccs1)NC(=O)c1ccccc1
→ ? | -1% | ? | 8%[10 µM] | -1% | -7% | ?
- COc1cc(NC(=O)CSc2nc(C)cc(C)n2)cc(OC)c1OC
→ 2% | -13% | 13%[46 µM] | 12%[10 µM] | 6% | ? | -10%
- COc1ccc(OCCC(=O)OCC(=O)Nc2cccc(Br)c2)cc1
→ 8% | -5% | -4% | -3%[10 µM] | 1% | 3% | -18%
- CCN1CCN(C(=O)c2nn(-c3ccc(OC)cc3)c(=O)c3c2c2ccccc2n3C)CC1
→ 4% | -13% | -6% | . | 4% | 3% | 8%
- CCCCCCn1c(=O)c(-c2ccccc2)c(O)c2ccccc21
→ -4% | -1% | 4% | -39%[inhibitor] | -13% | -8% | 4%
- COc1cc(/C=C2\SC(=O)N(c3ccccc3Cl)C2=O)cc([N+](=O)[O-])c1O
→ . | -5% | . | 4%[10 µM] | -4% | 4% | -9%[9.22 µM]
- CCn1c(CNc2ccc(Cl)cc2)nnc1SCC(=O)OC1CCCCC1
→ 12% | -9% | -5% | 5%[10 µM] | -5% | 1% | 6%
- COc1ccc(OC)c(CNCCNC(=O)c2ccco2)c1
→ 1% | 8% | -3% | 10% | -4% | 0% | -9%
- CC(=O)N1CCN(S(=O)(=O)c2cccc(C(=O)Nc3nccs3)c2)CC1
→ 9% | -22% | -10%[46 µM] | 10%[10 µM] | -7% | ? | 10%
- COc1ccc2[nH]c(C(=O)Nc3ccc(C)c(F)c3)cc2c1
→ -5% | 2% | . | -12%[10 µM] | -7% | ? | -4%[9.22 µM]
- CCOC(=O)C1CCN(C(=O)CCc2ccccc2)CC1
→ 5% | 5% | 5% | 6% | -3% | 0% | 6%
- COc1ccccc1N1CCN(Cc2nc(N)nc(Nc3ccc(C)cc3)n2)CC1
→ -7% | 3% | ? | -24% | 3% | -5% | 0%
- Nn1c(SCC(=O)N2CCCc3ccccc32)nnc1-c1ccc(Cl)cc1
→ 4% | -3% | 18% | -16% | -6% | -2% | 1%
- COc1ccc(C2(C(=O)Nc3ccccc3)CCOCC2)cc1
→ 14% | 15% | ? | . | 3% | -1% | -3%
- FC(F)(F)c1ccccc1-c1nc(NC2CCNCC2)c2ccccc2n1
→ . | . | -10% | 26% | 7% | . | .
- COc1ccc(CCNC(=O)C2CC3Cn4c(nc5cc(Cl)c(Cl)cc54)C3N2C)cc1 (stereo not drawn)
→ 15% | 0% | . | 22%[10 µM] | 2% | . | 12%[9.22 µM]
- O=C(NCc1ccco1)c1ccc(Br)c(S(=O)(=O)N2CCCCC2)c1
→ -8% | 10% | ? | -20% | -4% | -4% | -17%
- COc1ccc(OC)c([N+](=O)[O-])c1C(N)=O
→ -26% | -17% | 12%[46 µM] | -14% | -8% | 9% | -18%
- O=C1NCCNC(=O)c2ccccc2OCCOc2ccccc21
→ -7% | 6% | 5% | ? | -7% | 2% | 1%
- O=S(=O)(Nc1ccc(O)c(Sc2nc3ccccc3s2)c1)c1ccc(Cl)cc1
→ -5% | ? | ? | -3% | 0% | -1% | 23%

Going on with the list:
Order of results: CBFb-RUNX1 inh | GAA glycogen | LMNA splice mod | HTT ATP protect | GAA spleen mod | GAA inh | HttQ103 aggreg
- Cc1c(/C=N/NC(=O)C(NC(=O)c2ccc3c(c2)OCO3)C(C)C)c2ccccc2n1C (stereo not drawn)
→ 7% | 16% | ? | . | -10% | 0% | -11%
- Clc1ccc(CSc2nccn2Cc2ccccc2)cc1
→ -6% | -17% | 11% | -12% | -3% | 5% | -9%
- Cc1ccc2[nH]c3c(N4CCN(Cc5ccccc5)CC4)ncnc3c2c1
→ -4% | -12% | ? | -102%[inhibitor] | ? | -1% | ?
- CCN1CC=C2C(C1)C(c1ccc(Cl)s1)C(C#N)=C(N)C2(C#N)C#N (stereo not drawn)
→ -5% | 17% | 7% | -11% | 11% | 0% | 0%
- CCC(=O)Nc1cc(NC(=O)CSc2ncc(-c3ccc(F)cc3)n2Cc2ccco2)ccc1C
→ -15% | 0% | ? | 9%[10 µM] | -1% | -5% | 3%
- O=C(NC1CCN(Cc2ccccc2)CC1)c1ccc(Oc2cc(Cl)cc(Cl)c2)o1
→ 5% | -13% | . | 5%[10 µM] | 5% | -10% | -4%[9.22 µM]
- COc1ccc(-c2cn(-c3ccc(Cl)cc3)c3[n+]2CCCCC3)cc1
→ 5% | 7% | . | -11%[10 µM] | -1% | . | -21%[9.22 µM]
- FC(F)(F)c1cc(-c2ccco2)nc2ncnn12
→ -13% | 8% | 3% | . | 3% | ? | 10%
- O=C(O)c1ccc(NCc2ccc3c(c2)OCO3)cc1
→ 4% | 20% | 1% | -17% | -4% | -1% | -5%
- Cc1ccc(-n2c(SCC(=O)Nc3ccc4c5c(cccc35)CC4)nc(O)cc2=O)cc1
→ -14% | 5% | ? | . | -6% | -10% | 24%
- CCc1ccc(NC(=S)/N=C(\N)Nc2nc(C)c3cc(CC)ccc3n2)cc1
→ -15% | -2% | ? | -4%[10 µM] | -5% | ? | -29%
- CC(C)CCC[C@@H](C)[C@H]1CC[C@H]2[C@@H]3CC=C4C[C@@H](O)CC[C@]4(C)[C@H]3CC[C@]12C
→ -8% | . | ? | ? | -1% | . | 4%
- CCCCNC(=S)NNC(=O)c1csc(C)c1C
→ 3% | 12% | ? | 36%[0.074 µM] | 1% | 6% | 10%
- CC(C)C(NC(=O)C(Cc1ccccc1)NC(=O)OCc1ccccc1)C(=O)O (stereo not drawn)
→ 5% | -7% | 12%[46 µM] | -1%[10 µM] | 5% | -1% | 3%[9.22 µM]

Sorted by number of heavy atoms (high to low): five of the compounds above
Order of results: CBFb-RUNX1 inh | GAA glycogen | LMNA splice mod | HTT ATP protect | GAA spleen mod | GAA inh | HttQ103 aggreg
- Cc1ccc(-n2c(SCC(=O)Nc3ccc4c5c(cccc35)CC4)nc(O)cc2=O)cc1
→ -14% | 5% | ? | . | -6% | -10% | 24%
- CC(C)C(NC(=O)C(Cc1ccccc1)NC(=O)OCc1ccccc1)C(=O)O (stereo not drawn)
→ 5% | -7% | 12%[46 µM] | -1%[10 µM] | 5% | -1% | 3%[9.22 µM]
- CCc1ccc(NC(=S)/N=C(\N)Nc2nc(C)c3cc(CC)ccc3n2)cc1
→ -15% | -2% | ? | -4%[10 µM] | -5% | ? | -29%
- Cc1ccc2[nH]c3c(N4CCN(Cc5ccccc5)CC4)ncnc3c2c1
→ -4% | -12% | ? | -102%[inhibitor] | ? | -1% | ?
- Clc1ccc(CSc2nccn2Cc2ccccc2)cc1
→ -6% | -17% | 11% | -12% | -3% | 5% | -9%
